FUS suppressor = qHTS for Suppressors of FUS Proteinopathy: Primary screen using FUS-linked yeast assay. Potency, µM (doses to about 76.6 µM), for inactives: at the highest dose growth rescue (activation), most hits filed as activators. S. cerevisiae FUS-expressing, growth rescue, OD600, 24 h. 390,000 compounds, 0.24% hits. AID 1347120, 2019;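 further: potency means the concentration at half of the fitted maximal effect; plate controls were DMSO vehicle for no effect and reference control for full effect; nearly all actives have a fitted effect of over 55% in size; some results filed as inactive show a strong effect at the top dose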
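Toxicity suppression screen in FUS-yeast. Cells induced with 2% galactose, starting OD 0.005, treated 24hr at 30C with compounds at multiple final concentrations; growth by OD600.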
TDP43 rescue = qHTS of TDP-43 Inhibitors. AID 652104, 2013. Potency, µM (top dose mostly 46.1 µM), inactives show top-dose growth rescue (activation), most hits filed as activators. TDP-43 expressing yeast growth rescue, BacTiter-Glo, 24 h. 410,000 compounds, 1.8% hits; further: potency means the concentration at half of the fitted maximal effect; % of control where 0% means no effect; nearly all actives have a fitted effect of over 50% in size
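Luminescence from BacTiter-Glo reports growth of TDP-43-expressing yeast after 24 hr at 30 deg C with compound. Cells were raffinose-pregrown to mid-log, then seeded in galactose medium at OD600=0.02.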
GLP-1R inv ag = qHTS of GLP-1 Receptor Inverse Agonists (Inhibition Mode). Glucagon-like peptide 1 receptor (Homo sapiens), P43220. HEK293 GLP-1R CRE-luciferase, luminescence, 24 h; GLP-1R form is constitutively active. Potency, µM (titrated, usually from 38.3 µM), inactives show at the top dose activity change, negative = inhibition, most hits filed as inhibitors. 410,000 compounds, 1.6% hits; further: potency means the concentration at half of the fitted maximal effect; on the % scale 0 is the no-effect control and ±100 the full control effect; nearly all actives have a fitted effect of over 55% in size
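Inverse agonism was detected as reduced cAMP-driven luciferase luminescence after 24 h compound treatment. The cells were HEK293 clones expressing constitutively active human GLP-1R with the reporter. Reporter-only and GPR119 cell lines served as counterscreen controls.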
PTHR1 agonist = qHTS for PTHR1 Agonists: Primary Screen; Potency, µM (highest dose often 115 µM), for the others: at the top dose activation, actives largely listed as activators; HEK293 GP2 PTHR1 cells, GloSensor cAMP luminescence, 1 h; 410,000 compounds, 0.075% hits; Parathyroid hormone/parathyroid hormone-related peptide receptor (Homo sapiens), Q03431; further: potency means the concentration at half of the fitted maximal effect; nearly all actives have a fitted effect of over 55% in size; some results filed as inactive show a strong effect at the top dose; inactives centre near -15; many of its hits are not listed in these tables
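HEK-293-derived GP2 cells expressing PTHR1 and a GloSensor cAMP reporter, 3,000/well, plated overnight, given luciferin plus IBMX (each 0.5 mM as added) for 1 h at 37 °C, then compound for 1 h at 37 °C. Luminescence was read after 15 min at room temperature.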
Mm-Cpn inhibitor = Inhibitors of TCP-1 ring complex (TRiC) of Methanococcus maripaludis (MmCpn): qHTS; Chaperonin Mm-Cpn (Methanococcus maripaludis); purified Mm-Cpn ATPase, ADP Transcreener TR-FRET; Potency, µM (series often up to 76.9 µM), for inactives: at the top dose activity, negative = inhibition, most hits filed as inhibitors; 330,000 compounds, 0.031% hits; further: potency means the concentration at half of the fitted maximal effect; on the % scale 0 is the no-effect control and ±100 the full control effect; nearly all actives have a fitted effect of over 80% in size
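Compound-treated chaperonin, 25 nM final, turns over 10 uM ATP at 37°C for 30 min following a 10 min preincubation; ADP generated competes with ADP-d2 for Eu-cryptate antibody, lowering FRET.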
GLP1R cytotox = qHTS of GLP-1 Receptor Inverse Agonists: Cytotox Screen. HEK293 cAMP-luciferase reporter cells, luminescence, 24 h. Potency, µM (titrated, usually from 38.3 µM), without a hit: at the highest dose activity change, negative = inhibition, most hits filed as inhibitors. 410,000 compounds, 0.13% hits. AID 624418, 2012;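 further: loss of luciferase light is scored as toxicity; potency means the concentration at half of the fitted maximal effect; on the % scale 0 is the no-effect control and ±100 the full control effect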
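Quantitative HTS format, 1536 wells, 200 cells/uL seeded. Compounds: 23 nL, 24 h, 37 °C. Detection: luciferase reagent, luminescence at 12 min RT; decreased signal taken as cytotoxic.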
pAkt inh = HTS Assay for Inhibitors of Akt Phophorylation: Primary Screen; Neuro2A IGF-stimulated pAkt S473 HTRF, 20 min; active compounds read low; activity change, % for hits at 50 µM; 360,000 compounds, 0.32% hits; AID 651550, 2012; in the data active means activity change below about -80%; inconclusive means mostly about -51% to -80%; further: on the % scale 0 is the no-effect control and ±100 the full control effect
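Neuro2A cells in DMEM with 0.5% FBS, overnight at 37 deg C, given compound at single 50 µM final, then IGF (6 nM final) for 20 min at 37 deg C. Lysed; phospho-Akt Ser473 by HTRF after 24 h, 665/615 ratio.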
Abeta rescue = qHTS for compounds that reverse cellular toxicity of Amyloid beta (A-beta) peptide in yeast: Primary Screen. yeast expressing A-beta42, growth rescue, OD600, 48 h; response scale: 0% DMSO, 100% iron-clioquinol control. Potency, µM (titrated, usually from 46.1 µM), inactives show top-dose growth rescue, actives largely listed as activators. 410,000 compounds, 0.063% hits. AID 1347071, 2019; further: potency means the concentration at half of the fitted maximal effect; nearly all actives have a fitted effect of over 55% in size
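Yeast A-beta toxicity model in growth medium with pinned compounds, 48 h at 30 C; growth read as absorbance at 600 nm. Normalized to FeCl3/clioquinol equimolar mix (positive) and DMSO (negative).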
aSyn rescue = qHTS of alpha-syn Inhibitors; Yeast expressing alpha-synuclein, growth rescue, BacTiter-Glo, 24 h; Potency, µM (top dose mostly 46.1 µM), for the others: at the top dose growth rescue (activation), actives largely listed as activators; 370,000 compounds, 0.14% hits; further: potency means the concentration at half of the fitted maximal effect; % of control where 0% means no effect; nearly all actives have a fitted effect of over 65% in size
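Galactose-induced alpha-syn yeast (OD600=0.02, raffinose-pregrown) + pinned cpd, 24 hr, 30 deg C; growth by BacTiter-Glo luminescence. Growth restoration scores as activation.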
Numbers without * were called inactive; i = inactive; u = inconclusive; x = not tested or not shown; [ ] = dose if it differs, or a comment. Unless noted, the call rests on the fitted dose curve; in most records, active means well fitted curve in the direction sought with a large enough effect; inconclusive means small, poorly fitted or top-dose-only effect, or another doubt; inactive means no such curve, though single readings can be large; an effect the other way counts as inactive or inconclusive.

Results follow in this order: aSyn rescue	TDP43 rescue	PTHR1 agonist	Abeta rescue	pAkt inh	Mm-Cpn inhibitor	FUS suppressor	GLP-1R inv ag	GLP1R cytotox
> COC(=O)c1ccccc1NC(=S)NC(=O)c1ccccc1
→ -14.7%	u	-0.1%[57.5 µM]	-16.3%	i	0.5%	6.8%	4.1%	-0.1%
> CCc1cc2c3c(c1)/C(=C1/SC(N)=NC1=O)C(=O)N3C(C)(C)C=C2C
→ x	1.6%	-11.7%	-10.5%	x	-1.5%	7.5%	-0.2%	1.5%
> COc1cc(C2NC(=O)CCC2[N+](=O)[O-])c(OC)cc1Br (configuration not stated)
→ 2.2%	10.3%	-10.0%	1.8%	i	0.2%	-28.0%	2.1%	0.4%
> Cc1ccc(CNC(=O)CCCCCn2c(=O)c3sccc3n(CC(=O)N(C)c3ccccc3)c2=O)cc1
→ x	20.7%	-6.8%	2.5%	x	x	9.9%	5.1%	4.5%
> Cc1cc(-c2ccc(C)c(S(=O)(=O)Nc3cccc(CN4CCCC4)c3)c2)on1
→ u	10.6%	i	x	i	0.2%	0.3%	13.6%	-0.6%
> N#C/C(=C(/O)COC(=O)c1ccc(C#N)cc1)c1nc2ccccc2s1
→ -1.4%	7.0%	-49.8%[inhibitor]	17.5%	i	-2.9%	18.5%	-7.5%	9.6%
> CC(C)(C)C(=O)NC(=S)N1CCOCC1
→ 4.2%	6.9%	-4.7%	-3.6%	i	-1.0%	2.2%	39.9%	-0.1%
> CCOc1ccc(/C=N/NC(=O)c2ccccc2NC(=O)c2ccc(OC)cc2)cc1
→ -5.5%	3.9%	-13.3%	-11.6%	i	-29.8%	18.7%	-29.9%	7.4%
> NS(=O)(=O)c1ccc(NC(=O)Nc2ccc(Cl)cc2)cc1
→ -5.3%	-7.7%	-22.1%	-9.8%	i	-1.2%	9.8%	u	11.3%
> O=C(O/N=C(/c1ccccc1)c1ccncc1)c1ccc(F)cc1
→ 3.3%	u	8.2%	-31.1%[inhibitor]	i	1.2%	24.7%	11.6%	0.0%
> O=C(NNC(=O)c1cc(Cl)nc2ccccc12)c1ccccc1F
→ 5.1%	-8.2%	i	7.3%	i	1.5%	12.5%	21.7%	24.2%
> Cc1cc(=O)[nH]c2nnc(SCC(=O)N3CC(C)OC(C)C3)n12 (configuration not stated)
→ -4.5%	-2.4%	-10.7%	-7.7%	i	-1.2%	-6.5%	23.1%	3.7%
> CC1=C(C(=O)NCc2ccccc2Cl)C2(CCCCCC2)OC1=O
→ x	u	-28.1%	28.6%	x	x	15.9%	u	2.5%
> O=C(Cc1ccccc1)Nc1ccc(C(=O)NCc2ccccc2)cc1
→ -15.2%	8.5%	i	-5.9%	i	0.1%	1.2%	7.8%	11.7%
> COC(=O)c1c(NC(=O)COC(=O)CNC(=O)c2cccc(OC(F)F)c2)sc(C)c1C
→ -4.4%	-4.2%	i	-4.5%	i	x	-6.5%	2.6%	1.4%
> CC(=O)N1CCc2cc(S(=O)(=O)NC(Cc3ccccc3)C(=O)Nc3cc(C)ccc3C)ccc21 (configuration not stated)
→ x	24.9%	i	6.4%	x	x	10.7%	0.5%	11.4%
> N#Cc1csc(CCNC(=O)c2ccccc2)n1
→ 7.1%	11.6%	-20.4%	1.2%	i	x	-28.4%	4.9%	-2.3%
> Cc1ccc([N+](=O)[O-])cc1S(=O)(=O)N1CCCCC1C(=O)O (configuration not stated)
→ 3.0%	8.5%	-17.2%	-5.0%	i	1.1%	3.4%	8.0%	-0.7%
> COc1ccccc1NC(=O)CCS(=O)(=O)c1ccc2nc(C)sc2c1
→ x	4.7%	i	-19.6%	x	x	-0.4%	6.0%	-7.7%
> O=C(O)CSCC(=O)Nc1ccc(C(=O)O)cc1
→ 4.8%	7.6%	i	21.8%	i	1.2%	-9.2%	4.6%	-2.3%
> OCc1nc2ccccc2n1/N=C/c1cccs1
→ -4.6%	-21.4%	i	-20.8%	i	0.1%	-14.4%	0.1%	-0.2%
> COCCNC(=O)C1CCN(S(=O)(=O)c2ccccc2)CC1
→ 2.4%	-22.0%	i	-4.2%	i	-0.4%	0.2%	11.6%	-0.6%
> Cc1ccc(S(=O)(=O)N2CCCCC2)cc1NC(=O)c1ccccn1
→ 2.0%	-6.0%	-80.1%[inhibitor]	3.9%	i	1.6%	-26.7%	-10.3%	-2.4%
> CCN(CC)c1ccc(-c2c(C#N)c(N)nc(OC)c2C#N)cc1
→ -10.3%	-10.1%	i	7.8%	i	0.6%	9.9%	2.9%	196.2%[activator]
> COC(=O)c1c(-c2ccc(F)cc2)csc1NC(=O)c1ccco1
→ 0.1%	0.0%	i	0.8%	i	-3.3%	7.6%	104.9%[activator]	13.2%
> Cc1onc(-c2ccccc2)c1-c1nnc(COC(=O)c2ccc(O)cc2)o1
→ 0.5%	-2.3%	-23.6%	-3.5%	i	-2.1%	21.8%	-8.9%	6.5%
> CC1CN(C=O)CC(C)N1CCN1C(C)CN(C=O)CC1C (configuration not stated)
→ -6.0%	-3.5%	-14.6%	5.0%	i	x	x	9.9%	12.4%
> COc1ccc(C2C(C(=O)O)c3ccccc3C(=O)N2Cc2ccco2)cc1 (configuration not stated)
→ 3.9%	4.6%	-9.3%	4.4%	i	0.7%	-1.1%	6.5%	4.1%
> COc1ccc(Cc2noc(CN3CCCN(Cc4ccc(F)cc4)CC3)n2)cc1OC
→ -2.2%	-9.6%	-14.1%	2.0%	i	-1.9%	17.7%	-11.8%	-1.5%
> Cc1c(CC(=O)N2CCC(C(=O)O)CC2)c(=O)oc2cc3c(cc12)CCC1(CCCCC1)O3
→ -1.9%	6.6%	-11.2%	-11.4%	i	-3.9%	43.2%	19.4%	4.2%
> CCCCC(=O)Nc1ccc2c(c1)nc(CCN1CCN(c3ccccn3)CC1)n2C
→ 1.7%	10.9%	i	5.4%	i	-1.4%	5.2%	19.3%	-2.4%
> Cc1cccc(-n2nnc(-c3nc(-c4cccs4)no3)c2N)c1C
→ x	12.8%	-9.9%	7.0%	x	x	-13.0%	21.0%	0.9%
> CC1=C(C(=O)Nc2ccccn2)C(c2ccccc2)n2ncnc2N1 (configuration not stated)
→ -0.9%	11.0%	i	-10.3%	i	-1.2%	1.7%	1.6%	-2.7%
> O=C(NC1CCCCCC1)c1nc2ncccn2n1
→ 0.4%	9.5%	i	5.1%	i	-1.9%	x	u	-0.2%
> Cc1cc(C(=O)CSc2ncccn2)c(C)n1Cc1ccco1
→ -2.0%	-10.6%	-25.0%	5.5%	i	0.8%	-1.8%	-13.8%	-3.9%
> O=C(O)c1ccccc1-c1ccc(C=c2sc3nc4cc(Br)cnc4n3c2=O)o1
→ 12.9%	4.7%	i	-42.2%[inhibitor]	i	x	12.7%	3.3%	-1.1%
> CCC1=C(OC(=O)N(CC)CC)N2C(=O)OC(=NCc3ccccc3)[C@]2(C)[C@H]2C1=CC[C@H]1C(=O)N(c3ccccc3)C(=O)[C@H]12
→ 4.0%	-2.2%	-19.1%	-9.6%	i	2.6%	23.3%	-5.5%	-25.6%
> Cc1ccc(OCCSc2nc3ccc(NC(=O)COc4ccc(C)cc4)cc3s2)cc1
→ x	6.8%	i	-18.6%	x	x	-1.3%	-4.2%	2.0%
> CCCOc1ccc(F)cc1-c1cc(C(=O)Nc2ccc(F)cc2)[nH]n1
→ 0.6%	0.0%	-11.8%	-10.7%	i	x	-11.9%	-12.9%	0.0%
> CCC[C@H](CN[C@@H](CNC)[C@H](C)CC)NCCc1cc(C(F)(F)F)cc(C(F)(F)F)c1
→ -5.6%	2.8%	12.9%	-2.6%	i	-2.8%	9.0%	u	u
> O=C(Nc1nc(-c2ccc3c(c2)OCCO3)cs1)c1ccc(Br)o1
→ -36.5%[inhibitor]	15.3%	u	-13.3%	i	x	u	10.6%	5.5%
> CC(CNC(=O)c1sc2ncccc2c1-n1cccc1)c1ccccc1 (configuration not stated)
→ x	25.2%	-28.4%	-14.5%	x	x	22.8%	u	-20.4%
> CC(C)N1C(=O)N(c2cccc(Cl)c2)C(C)(O)CC1(C)C (configuration not stated)
→ 10.8%	-15.8%	-4.4%	23.0%	i	0.1%	5.3%	u	0.2%
> COc1ccccc1-n1c(SCC(=O)Nc2cc(C)on2)nc2c([nH]c3ccccc32)c1=O
→ 8.0%	3.5%	-14.0%	-6.2%	i	-5.4%	u	15.4%	9.6%
> CCC(=O)c1ccc(OCC(O)Cn2nnc3ccccc32)cc1 (configuration not stated)
→ 11.4%	-4.1%[9.22 µM]	3.7%	-8.5%	i	-2.2%	13.9%	14.7%	6.6%
> COc1ccc(CCCNC(=O)C2(C)Cc3c(-c4ccc(NC(C)=O)cc4)ccnc3O2)cc1 (configuration not stated)
→ -3.9%	10.4%	-42.6%[inhibitor]	-4.6%	i	x	41.9%	u	u
> O=C1CCCCCCCCCC/C(=N\O)CCCO1
→ -3.0%	-10.4%	i	-12.7%	i	x	9.1%	u	5.7%

Compound activity from PubChem BioAssay.

These rows are one share of the data (hit frequency here may not be typical).
